# Screening data as filed in PubChem BioAssay.
# Epigenetic reg = regulators of epigenetic silencing causing reporter derepression in mouse cells; murine LDR cells, GFP reporter derepression, 30 h; Potency, µM (top dose mostly 53.9 µM), inactives show top-dose GFP activation, actives largely listed as activators; 280,000 compounds, 0.2% hits; active = well fitted activation curve with a large enough effect; inconclusive = small, poorly fitted or top-dose-only effect; also: % of control where 0% means no effect; nearly all actives have a fitted effect of over 60% in size
#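 Murine LDR cells carrying a silenced, genomically integrated CMV-driven GFP reporter were exposed to compound for 30 hours at 37 C. After PBS washes, GFP-positive cells (20–120 um objects) were counted by laser-scanning microplate cytometry.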
# Starred values were filed as active, the others as inactive; ? = inconclusive. Potency is read from the fitted curve at half-maximal effect. These rows are one share of the data. The share of hits here may be higher or lower than overall.
no.	canonical_smiles	Epigenetic reg
1	Cc1nnc(N2CCCC(C(=O)NCCc3ccccc3)C2)c2nn(-c3ccccc3)c(C)c12 (centres undefined)	0.1%
2	COc1ccc(NCc2cc3cc4c(cc3n(CC(=O)Nc3ccc(C)cc3)c2=O)OCO4)cc1	10.2%
3	CCc1ccc(-n2nc(C)c3c(C(=O)Nc4cc(C)c(Cl)cc4OC)cc(C)nc32)cc1	-1.3%
4	Cc1ccc(CNc2nc(-c3ccco3)nn2S(C)(=O)=O)cc1	-3.2%
5	CCn1ccc2cc(S(=O)(=O)N3CCCN(C(=O)Nc4ccc(C)cc4Cl)CC3)ccc21	-0.9%
6	CCN(c1ccccc1)S(=O)(=O)c1ccc(NC(=O)c2nc(SC(C)C)ncc2Cl)cc1	-2.6%
7	COc1cc(C(CC(=O)Nc2ccc(F)cc2F)N2Cc3ccccc3C2=O)cc(OC)c1OC (centres undefined)	-1.7%
8	Cc1ccc(C(=O)Nc2cc(-c3nc4ncccc4o3)ccc2C)c(C)c1	1.8%
9	CCC(C(=O)NCCc1cc(OC)ccc1OC)n1nc(C)c2sc3ccccc3c2c1=O (centres undefined)	12.6µM*
10	CCOC(=O)c1cccc(NC(=O)c2oc3c(c2C)-c2[nH]ncc2CC3)c1	-2.8%
11	COc1ccc(CC(=O)NCc2ccc3c(c2)CCN3C(=O)c2cccc(C)c2)cc1	0.8%
12	COc1ccccc1NC(=O)Cn1c(=O)n(-c2ccccc2Cl)c(=O)c2sc3ccccc3c21	-1.8%
13	Cc1ccccc1Cn1c(Oc2ccccc2F)nc2c1c(=O)n(C)c(=O)n2C	1.7%
14	Nc1nnc2c(n1)[nH]c1ccccc12	-1.1%
15	COc1ccc(NC(=O)c2sc3nc4n(c(=O)c3c2C)CCC4)c(OC)c1	0.0%
16	CC(=O)N1CCC(N(Cc2ccc(C)o2)C(=O)Nc2ccc(C)cc2)CC1	-1.2%
17	Cc1ccccc1CN1CCC(CNC(=O)c2c(C)oc3ncnc(N4CCCCC4)c23)CC1	-1.3%
18	COc1ccccc1NC(=O)c1oc2ccccc2c1NC(=O)C1CCCCC1	-0.2%
19	CCN1CCN(C(=O)c2ccc3c(c2)N(Cc2cccc(F)c2)C(=O)c2ccccc2S3)CC1	0.8%
20	Cc1ccc(N(C)C(=O)c2noc3c2CCCCC3)cc1C	-1.3%
21	COc1ccc(Cl)cc1NC(=O)CSc1nc2c(oc3ccccc32)c(=O)n1Cc1ccco1	0.0%
22	CCn1cc2nc(SCC(=O)Nc3ccccc3C(F)(F)F)n(Cc3ccc(C)cc3)c(=O)c2n1	-1.8%
23	CCCCNC(=O)C1CCC(Cn2c(=O)c3sccc3n(Cc3ccccc3)c2=O)CC1 (centres undefined)	1.1%
24	O=C(CSc1nnc(CNC(=O)c2c(F)cccc2Cl)o1)Nc1cccc(F)c1	2.6%
25	Cc1nn(-c2ccc(Cl)cc2)c2nc(-c3cccnc3)cc(C(F)(F)F)c12	-1.4%
26	Cc1ccc(-n2c(=O)c3oc4ccccc4c3n(Cc3cccc(F)c3)c2=O)cc1C	5.5%
27	CN(C(=O)c1cc(-c2ccccc2O)on1)c1ccccc1	-1.8%
28	CCc1ccccc1NC(=O)CN(c1ccc(OC)cc1)S(=O)(=O)c1c(C)n[nH]c1C	8.4%
29	COc1ccc(NC(=O)CN2CCN(c3ccccc3F)CC2)c(OC)c1	3.6%
30	COC(=O)CN1C(=O)C(C)(C)c2cc(S(=O)(=O)NCc3ccc(Cl)cc3)ccc21	0.0%
31	Cc1nnc(N2CCN(C(=O)NC(C)C)CC2)c2nn(-c3ccccc3)c(C)c12	1.5%
32	CCSc1nc2ccccc2c(OCc2ccccc2Cl)c1C(=O)OC	-2.9%
33	Cc1cccc(-n2ncc3c(Nc4c(C)cc(C)cc4C)ncnc32)c1	-1.3%
34	COc1cccc(-n2c(=O)c3sc4ccccc4c3n(CC(=O)Nc3ccccc3OC)c2=O)c1	1.4%
35	COc1ccc(N2CCN(C(CNC(=O)C(=O)NCCCN(C)C)c3cccnc3)CC2)cc1 (centres undefined)	0.0%
36	Cc1ccc(-n2ncc(C(=O)NCCN3CCN(C)CC3)c2C2CCN(C(=O)OC(C)(C)C)CC2)cc1	2.5%
37	Cc1ccc2oc(-c3ccc(NC(=O)c4oc5ccc(Cl)cc5c4C)cc3)nc2c1	-0.8%
38	CCOC(=O)N1CCc2c(sc3c2c(=O)n(-c2ccc(CC)cc2)c(=O)n3CC(=O)c2ccc(F)cc2)C1	2.4%
39	CC(=O)N1CCCc2ccc(NS(=O)(=O)c3ccc(F)cc3F)cc21	1.6%
40	COc1ccc(Cn2c(=O)c3ccccc3n3c(-c4cccc(OC)c4OC)nnc23)cc1	0.1%
41	Cn1c(=O)oc2cc(S(=O)(=O)NC(Cc3ccccc3)C(=O)NCc3ccccc3Cl)ccc21 (centres undefined)	-1.1%
42	COc1ccccc1/C=C(\C#N)c1nc(-c2cc3ccccc3oc2=O)cs1	4.0%
43	COC(=O)c1c(NC(=O)COc2cc(C)c(Cl)c(C)c2)sc2c1CCCC2	-0.8%
44	O=C(Nc1ccc(Br)cc1)c1ccc(Cl)c(S(=O)(=O)N2CCCCCC2)c1	-0.1%
45	CCOC(=O)c1c(-c2ccccc2)csc1NC(=O)c1cc(=O)c2ccc(C)cc2o1	-1.9%
46	Cc1ccc(-n2c(SCc3nc(-c4ccc(Cl)cc4)no3)nnc2-c2ccncc2)cc1	-0.8%
47	Cc1cccc(-n2ncc3c(N4CCN(c5ccccc5)CC4)ncnc32)c1	-0.8%
48	COc1ccc(CCNC(=O)c2ccc(-n3c(C)cc4c3CCCC4)cc2)cc1OC	?
49	CCOC(=O)c1c(C)oc2nc(C)nc(NCc3ccc(OC)cc3OC)c12	0.0%
50	Cc1ccc(S(=O)(=O)c2nc(-c3cccs3)oc2N2CCCCC2)cc1	-1.0%
51	COCCCNC(=O)c1cc2c(-c3cccc(OC)c3)nn(C)c2s1	0.0%
52	CCOC(=O)c1ccc(N2C(=O)c3n[nH]c(-c4cccs4)c3C2c2ccc(O)c(OC)c2)cc1 (centres undefined)	-2.5%
53	COc1cccc(N2CCN(C(=O)C3Cc4ccccc4N3C(C)=O)CC2)c1 (centres undefined)	-5.5%
54	CCCSc1nnc2c(n1)OC(CC)N(C(C)=O)c1ccccc1-2 (centres undefined)	1.2%
55	CCOC(=O)c1ccccc1NC(=O)c1sc2nc(-c3ccc(F)cc3)cn2c1C	-0.9%
56	CCC(Sc1nc2ccncc2[nH]1)C(=O)Nc1ccc(F)cc1 (centres undefined)	-2.9%
57	CCCCC(CC)CNC(=O)C1CCC(CNS(=O)(=O)c2cccc3nsnc23)CC1 (centres undefined)	-0.3%
58	COc1cccc(CNC(=O)CN2N=C(c3ccc(C)cc3)CCC2=O)c1	1.2%
59	COc1ccc(Cn2nnc3c(=O)[nH]c(C4CCN(C(=O)c5ccc(C)cc5)CC4)nc32)cc1OC	-1.9%
60	O=C(CCCn1c(=O)c2cccn2c2ccccc21)NCc1ccccc1Br	5.6%

# Records 41 through 43 of the list above:
no.	canonical_smiles	Epigenetic reg
41	Cn1c(=O)oc2cc(S(=O)(=O)NC(Cc3ccccc3)C(=O)NCc3ccccc3Cl)ccc21 (centres undefined)	-1.1%
42	COc1ccccc1/C=C(\C#N)c1nc(-c2cc3ccccc3oc2=O)cs1	4.0%
43	COC(=O)c1c(NC(=O)COc2cc(C)c(Cl)c(C)c2)sc2c1CCCC2	-0.8%

# Other compounds.
no.	canonical_smiles	Epigenetic reg
61	O=C1CC(c2ccccc2)c2c(n3ncnc3[nH]c2=O)N1 (centres undefined)	-2.4%
62	CCOC(=O)Cn1c(=O)n(-c2ccccc2OC)c2nc(-c3ccccc3C)nc(C(N)=O)c21	-1.7%
63	COc1ccc(NC(=O)C2CCN(C(=O)c3sc4nc[nH]c(=O)c4c3C)CC2)cc1Cl	0.0%
64	CC(C)c1ccc(C2=CC(c3ccc(C(C)C)cc3)n3nnnc3N2)cc1 (centres undefined)	0.0%
65	Cc1ccc(-n2c3nc(=O)[nH]c(=O)c-3cc3c(Cl)cccc32)cc1	0.8%
66	CCc1c(C)sc2c1CCN(C(=O)Nc1cc(C)ccc1C)C2c1ccc(OC)cc1 (centres undefined)	-4.9%
67	O=C(c1ccc2c(c1)N(Cc1cccc(Cl)c1)C(=O)c1ccccc1S2=O)N1CCN(c2cccc(C(F)(F)F)c2)CC1 (centres undefined)	-1.1%
68	COc1ccccc1CNC(=O)CCCn1c(=O)c2ccccc2n(Cc2ccccc2C#N)c1=O	?
69	Cc1ccccc1-c1noc(-c2cc(-c3ccc(F)cc3)n[nH]2)n1	-4.0%
70	Cc1cccc(NC(=O)c2c(C)cc(C)nc2SCC(=O)Nc2c(C)cc(C)cc2C)c1	?
71	O=C(NCCCN1CCN(c2cccc(Cl)c2)CC1)Nc1ccccc1C(F)(F)F	-3.1%
72	Cc1cc(Cl)ccc1-n1c(CCC(=O)O)ccc1-c1cccs1	0.8%
73	Cc1cc(Cl)ccc1NC(=O)C(=O)NCc1ccco1	-0.1%
74	Cc1ccc(CCNC(=O)c2cccc(Nc3nc4ccccc4nc3-n3nc(C)cc3C)c2)cc1	0.0%
75	CCCSc1oc(-c2ccco2)nc1S(=O)(=O)c1ccc(Br)cc1	-0.4%
76	CC1CCN(S(=O)(=O)c2cc(C(=O)Nc3ccc(Br)cc3F)n(C)c2)CC1	1.8%
77	CCN(CC)CCCNC(=O)CSc1nc(-c2ccc(OC)cc2)cc(C(F)(F)F)n1	0.0%
78	Cc1cn(C)c(CC(=O)NCc2ccccc2Cl)c1C(=O)O	-1.3%
79	COc1ccc(OC)c2sc(NC(=O)c3ccc(S(=O)(=O)N4CCCC4)cc3)nc12	5.8%
80	COC(=O)C1CCN(S(=O)(=O)c2ccc(N3CCCCS3(=O)=O)cc2)CC1	-4.3%
81	COc1cccc(-c2nc(CS(=O)(=O)CC(=O)Nc3ccc(C)c(Cl)c3)c(C)o2)c1	19.2%
82	COc1ccccc1CNC(=O)c1cc2c(=O)oc3ccc(C)cc3c2s1	5.3%
83	CS(=O)(=O)N1CCC(n2c(C(F)(F)F)nc3cccnc32)CC1	-1.8%
84	CCN(CC)S(=O)(=O)c1ccc2nc(NC(=O)c3ccc(Br)o3)sc2c1	-4.1%
85	O=C(COCc1cc(-c2ccc3c(c2)OCO3)on1)NCc1ccccc1Cl	-1.2%
86	CCc1ccc(NC(=O)c2ccc(F)c(S(=O)(=O)N3CCN(c4cc(C)ccc4C)CC3)c2)cc1	5.1%
87	CC(=O)Nc1nonc1-c1nnc(SCc2ccc(Cl)cc2)n1C	-2.4%
88	Fc1ccc(C(NCCc2ccccc2)c2nnc(-c3ccccc3Cl)o2)cc1 (centres undefined)	1.0%
89	Cc1cc(=O)n2[nH]c(NCc3ccc(F)cc3)nc2n1	3.7%
90	CCOC(=O)C1=C(CN2CCN(c3ccc(C)cc3C)CC2)NC(=O)NC1c1ccc(OC)cc1 (centres undefined)	0.0%
91	COc1ccc(CCNS(=O)(=O)c2c(C)nc3sc(C)cn3c2=O)cc1OC	-2.3%
92	CC1=C(c2ccc(F)cc2)S(=O)(=O)NC1=NCc1ccccc1Cl	?
93	Cc1c(C(=O)N(Cc2ccco2)Cc2ccccc2Cl)oc2ccc(F)cc12	-1.0%
94	CCN(CC)S(=O)(=O)c1cccc(C(=O)Nc2ccccc2C(=O)Nc2ccc(OC)cc2)c1	-0.2%
95	COc1ccc(NC(=O)Cn2c(=O)oc3cc(S(=O)(=O)N4CCCCCC4)ccc32)cc1OC	-2.3%
96	CCc1cc2c(cc3c(=O)n(CC(=O)NCCc4ccccc4)ncn32)s1	3.5%
97	CCCCOc1cccc(C2c3c(-c4cc(C)ccc4O)n[nH]c3C(=O)N2CCOC)c1 (centres undefined)	?
98	Cc1ccccc1NC(=O)CN1C(=O)C2(SCC(=O)N2c2ccc(F)cc2)c2ccccc21 (centres undefined)	-0.2%
99	CCc1ccc(NC(=O)CN2C(=O)c3cccc4cccc2c34)cc1	1.0%
100	N#Cc1ccccc1NC(=O)C(=O)NCCc1csc2nc(-c3cccc(F)c3)nn12	6.1%
101	CCC(C(=O)Nc1cc(Cl)ccc1OC)n1nc(-c2ccccc2)ccc1=O (centres undefined)	-2.5%
102	COc1cc2c(=O)n(CCc3ccccc3)c(=O)n(CC(=O)Nc3ccccc3)c2cc1OC	?
103	CCc1nn(CC(=O)N2CCN(c3cccc(Cl)c3)CC2)c(=O)c2cc3sccc3n12	1.4%
104	CCC(C)NC(=O)CN1C(=O)c2cccnc2Sc2ccccc21 (centres undefined)	0.0%
105	COc1cc(C(=O)Nc2cc(C)c(O)c(-c3nc4cc(Cl)ccc4o3)c2)cc(OC)c1OC	?
106	COc1ccc(-c2nc(CNC(=O)Nc3ccccc3)c(C)o2)c(OC)c1	-3.0%
107	Cc1cc2nn(-c3ccc(Cl)cc3)nc2cc1NC(=O)C(C)C	5.6%
108	CCOc1ccccc1-n1cc2c(c1-c1ccc(OC)cc1)c(=O)n(C)c(=O)n2C	0.0%
109	Cc1ccc(NC(=O)C2CCCN(S(=O)(=O)c3cccc4cccnc34)C2)c(Br)c1 (centres undefined)	0.0%

# Of the compounds above, these contain bromine:
no.	canonical_smiles	Epigenetic reg
44	O=C(Nc1ccc(Br)cc1)c1ccc(Cl)c(S(=O)(=O)N2CCCCCC2)c1	-0.1%
60	O=C(CCCn1c(=O)c2cccn2c2ccccc21)NCc1ccccc1Br	5.6%
75	CCCSc1oc(-c2ccco2)nc1S(=O)(=O)c1ccc(Br)cc1	-0.4%
76	CC1CCN(S(=O)(=O)c2cc(C(=O)Nc3ccc(Br)cc3F)n(C)c2)CC1	1.8%
84	CCN(CC)S(=O)(=O)c1ccc2nc(NC(=O)c3ccc(Br)o3)sc2c1	-4.1%
109	Cc1ccc(NC(=O)C2CCCN(S(=O)(=O)c3cccc4cccnc34)C2)c(Br)c1 (centres undefined)	0.0%
